BoNT F protease = BoNT/F light chain protease inhibitors, primary screen, biochemical, flow cytometry, MLPCN library | 0.22% of 360,000 active | Botulinum neurotoxin type F light chain protease (Clostridium botulinum) | inhibition, % at 10 µM | Multiplex microsphere protease cleavage assay; in the data active = inhibition above about 35%, passing the limit was not always enough; inconclusive = no clear call, values can overlap the other calls; also: plate controls were buffer without enzyme for full effect and enzyme alone for no effect
Mtb BioA inh = M. tuberculosis BioA enzyme inhibitors, primary screen, biochemical, plate reader, single point, HTS; AID 602481, 2012; 7,8-diaminopelargonic acid synthase BioA (Mycobacterium tuberculosis); purified M. tuberculosis BioA enzyme; inhibition, % at 9.99 µM; 0.096% of 360,000 active; in the data active = inhibition above about 40%; inconclusive = no clear call, values can overlap the other calls
GDH-TPI counter = GDH-TPI coupling enzyme inhibitors, primary screen, artefact control for M. tuberculosis FBA inhibitor project, biochemical, absorbance, full deck; GDH-TPI coupled enzyme counterscreen, NADH absorbance; inhibition, % at 4.8 µM; 1.2% of 360,000 active; AID 588335, 2011; in the data active = inhibition above about 30%;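 also: 0% = DMSO wells and 100% = wells lacking the enzyme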
FBA Mtb inh = Mtb FBA enzyme inhibitors, primary screen, biochemical, fluorescence, strain H37Rv; purified M. tuberculosis FBA, fluorescence read-out; inhibition, % at 1 µM; 2.3% of 360,000 active; in the data active = inhibition above about 27%;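 also: 0% = vehicle and 100% = reference inhibitor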
MazF activator = activators of E. coli MazEF toxin-antitoxin RNase, primary screen, biochemical, fluorescence, uHTS; AID 504720, 2011; 0.32% of 350,000 active; FAM/BHQ RNA-DNA oligo cleavage fluorescence, 5 h; activation, % at 20 µM; in the data active = activation above about 50%
Target sequence (P0AE70 whole entry, looked up): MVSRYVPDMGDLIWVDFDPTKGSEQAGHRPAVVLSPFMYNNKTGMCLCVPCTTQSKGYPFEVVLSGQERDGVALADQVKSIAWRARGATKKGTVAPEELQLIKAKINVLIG
Mtb UGM inh = M. tuberculosis UGM enzyme inhibitors, primary screen, biochemical, fluorescence polarization, single point | UDP-galactopyranose mutase (Mycobacterium tuberculosis (strain ATCC 25618 / H37Rv)), … | purified UGM, fluorescence polarization probe displacement | inhibition, % at 10 µM | 0.06% of 320,000 active; in the data active = inhibition above about 10%, passing the limit was not always enough; inconclusive = no clear call, values can overlap the other calls
Target sequence (P9WIQ1 whole entry, looked up): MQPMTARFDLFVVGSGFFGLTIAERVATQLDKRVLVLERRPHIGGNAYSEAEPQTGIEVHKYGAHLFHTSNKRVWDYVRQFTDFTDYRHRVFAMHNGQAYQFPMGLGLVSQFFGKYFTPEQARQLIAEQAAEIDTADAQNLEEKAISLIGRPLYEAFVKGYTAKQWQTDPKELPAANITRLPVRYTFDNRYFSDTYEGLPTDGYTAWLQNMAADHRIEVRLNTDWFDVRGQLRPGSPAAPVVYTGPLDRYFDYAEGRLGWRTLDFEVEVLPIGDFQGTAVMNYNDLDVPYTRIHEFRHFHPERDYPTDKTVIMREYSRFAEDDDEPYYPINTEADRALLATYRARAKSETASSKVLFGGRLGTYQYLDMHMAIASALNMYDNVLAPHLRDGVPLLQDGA
PrPC surface inh = inhibitors of human cell surface prion protein PrPC, primary screen, cell-based, TR-FRET; Major prion protein (Homo sapiens), P04156; TR-FRET read-out; inhibition, % at 13.8 µM; 0.43% of 370,000 active; AID 720596, 2013; in the data active = inhibition above about 24%; also: 0% = median of the test wells and 100% = reference compound wells
Rv3671c inh = Rv3671c serine protease inhibitors, primary screen, biochemical, fluorescence polarization, M. tuberculosis H37Rv; inhibition, % at 5.96 µM; P9WHR9; AID 2606, 2010; 0.048% of 320,000 active; in the data active = inhibition above about 38%;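 also: extracellular domain of Rv3671c used as enzyme; 0% = enzyme with DMSO and 100% = no enzyme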
Target sequence (P9WHR9 whole entry, looked up, the tested form may be a part): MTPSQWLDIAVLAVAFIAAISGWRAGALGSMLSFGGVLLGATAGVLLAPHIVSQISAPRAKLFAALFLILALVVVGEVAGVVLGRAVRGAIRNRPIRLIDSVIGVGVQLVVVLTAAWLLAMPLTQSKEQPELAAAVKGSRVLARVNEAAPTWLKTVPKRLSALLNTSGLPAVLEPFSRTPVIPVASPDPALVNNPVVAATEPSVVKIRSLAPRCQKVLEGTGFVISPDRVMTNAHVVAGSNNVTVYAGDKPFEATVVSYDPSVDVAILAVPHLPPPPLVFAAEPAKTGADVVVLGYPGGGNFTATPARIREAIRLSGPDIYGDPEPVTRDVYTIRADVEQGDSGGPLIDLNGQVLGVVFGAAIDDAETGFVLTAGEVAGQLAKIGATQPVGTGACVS
FadD28 FP inh = inhibitors of FadD28 bisubstrate probe binding, primary screen, biochemical, fluorescence polarization, single point; Mycobacterium tuberculosis FadD28 fatty-acid-AMP ligase; 0.22% of 360,000 active; inhibition, % at 12.5 µM; in the data active = inhibition above about 8.5%, passing the limit was not always enough; inconclusive = no clear call, values can overlap the other calls
An asterisk follows results filed as active; u = inconclusive; x = not tested or not shown; & = joins results of further samples. No enrichment for hits; any-hit rate near 4.8%.

[1] CC1(C)CC2(CC(c3cccs3)c3cc(Cl)c(O)cc3O2)NC(=S)N1 (stereo unspecified)
[2] COc1ccc(NC(=O)COc2ccccc2)cc1NC(=O)c1ccco1
[3] O=C(N1CCOCC1)N(CCN1CCOCC1)Cc1cccc(Cl)c1
[4] CC(C)NC(=O)CC(=O)NN=C1CCCCC1
[5] CC(C)CC1C(=O)N(Cc2cn(Cc3ccco3)nn2)CCS(=O)(=O)N1Cc1ccc(-c2ccc(F)nc2)cc1 (stereo unspecified)
[6] Cc1ccc(CC(=O)O/N=C(\N)Cc2ccc([N+](=O)[O-])cc2)cc1
[7] Cc1cc(C)cc(C(=O)OCC(=O)NCCNC(=O)COC(=O)c2cc(C)cc(C)c2)c1
[8] CC(Sc1cccc[n+]1[O-])C(=O)Nc1ccc([N+](=O)[O-])cc1Cl (stereo unspecified)
assay / entry	1	2	3	4	5	6	7	8
BoNT F protease	11	-7	1	-9	-4	-3	5	-14
Mtb BioA inh	x	0.1	-1.7	x	5.1	x	-1.7	x
GDH-TPI counter	0	8	-1	-1	-1	-3	8	12
FBA Mtb inh	2	2	-3	0	-1	-3	1	-3
MazF activator	10	4	8	-7	13	-2	0	-2
Mtb UGM inh	1.5	0.2	1.6	-0.3	x	0.4	1.3	1.1
PrPC surface inh	0	4	-4	4	0	-7	-3	-15
Rv3671c inh	0	0	-7	1	x	-12	9	0
FadD28 FP inh	-1.9	-1.2	-2.4	-1.1	-4.2	-5.7	-0.4	-2.3

[9] O=C(Cn1ccc2ccccc2c1=O)N1CCN(Cc2ccc3c(c2)OCO3)CC1
[10] COc1ccc(S(=O)(=O)NCCc2ccccn2)cc1
[11] COc1ccc(CCNc2ccc(S(=O)(=O)N3CCN(C)CC3)cc2[N+](=O)[O-])cc1
[12] C=CCNc1oc(-c2cccc(Cl)c2)nc1C#N
[13] O=S(=O)(c1ccc(SCc2c(F)cccc2Cl)nc1)N1CCCC1
[14] Cc1ccc2oc(/N=C(\N)NC(=O)C3CC3)nc2c1
[15] Cc1noc(C)c1S(=O)(=O)N(C)C[C@H]1OCc2cn(nn2)CCCC(=O)N([C@@H](C)CO)C[C@@H]1C
[16] COc1cc(CCC(=O)OCC(=O)Nc2c(Cl)cccc2Cl)cc(OC)c1OC
assay / entry	9	10	11	12	13	14	15	16
BoNT F protease	-14	-2	15	3	-5	u	4	5
Mtb BioA inh	7.3	-0.1	-0.9	3.6	0.1	-0.8	-0.6&0.6	-0.8
GDH-TPI counter	4	-9	7	-12	0	-2	10	13
FBA Mtb inh	1	-1	-3	3	-1	-3	4	2
MazF activator	9	8	6	-1	-3	8	7	10
Mtb UGM inh	1.1	-1.4	-1.4	-1.4	x	-1.1	x	-2.5
PrPC surface inh	-1	0	-38	1	-2	11	-1	3
Rv3671c inh	2	1	8	6	x	-12	x	-10
FadD28 FP inh	-1.7	-2.9	-2.3	-0.5	-2.2	-3.7	0.3	x

[17] CCc1cccc(CC)c1NC(=O)CSc1nnc(C2CC2)n1N
[18] Cc1nc2c(-c3ccccc3)cnn2c(N)c1-c1ccccc1
[19] COC(=O)C1=C(c2ccccc2OCc2ccccc2)C[C@@H]2CC[C@H]1N2C(=O)NCc1ccc(Br)cc1
[20] COCCn1cc(C(=O)NCc2ccco2)c2c3ccccc3n(C)c2c1=O
[21] COc1ccc(/C=N/NC(=O)c2cccnc2)cc1COc1ccc([N+](=O)[O-])cc1
[22] CC1(C)CN=C(Nc2ccccc2C(F)(F)F)S1
[23] Cc1occc1C(=O)Nc1nnc(-c2ccncc2)s1
[24] CCC(C)(C)C1CCc2[nH]nc(C(=O)NCCNC(=O)OC(C)(C)C)c2C1 (stereo unspecified)
assay / entry	17	18	19	20	21	22	23	24
BoNT F protease	14	-19	-5	5	u	5	-2	-3
Mtb BioA inh	-0.5	-2.1	-2.2	x	17	-1.7	0.4	0.5
GDH-TPI counter	9	2	10	14	15	-7	0	6
FBA Mtb inh	4	12	-3	91*	-4	2	22	1
MazF activator	0	2	0	-3	15	2	-3	6
Mtb UGM inh	x	3.5	-0.3	1.1	-1.6	-0.6	-3.7	-0.5
PrPC surface inh	-1	9	22	0	-5	-2	5	5
Rv3671c inh	x	x	-23	-6	-10	2	-8	3
FadD28 FP inh	-0.4	0.6	-2.8	-0.1	-11	-4.8	-1.5	0.0

[25] O=C(O)c1ccccc1C(=O)N1N=C(c2ccccc2)CC1c1ccccc1O (stereo unspecified)
[26] Nc1ccc(Oc2ncccn2)cc1
[27] CCOC(=O)C1CCN(CCCSc2ccc(Cl)cc2)CC1
[28] Cc1cc(C)c(COc2ccc(/C=N/n3c(C)n[nH]c3=S)cc2)c(C)c1
[29] Cc1ccsc1C(=O)N1CCCC(CCC(=O)N2CCN(c3ccccn3)CC2)C1 (stereo unspecified)
[30] O=C(NN1C(=O)C2C3C=CC(C3)C2C1=O)C(O)c1ccccc1 (stereo unspecified)
[31] CCc1noc(C)c1C(=O)Nc1nc(-c2ccccc2)c(C(C)=O)s1
[32] Cc1ccc(C)c(S(=O)(=O)NCc2ccc(C(=O)NCc3ccccn3)cc2)c1
assay / entry	25	26	27	28	29	30	31	32
BoNT F protease	-3	-53	x	0	-5	0	-9	-1
Mtb BioA inh	-1.4	-2.9	-0.6	x	-2.0	x	2.5	1.8
GDH-TPI counter	6	3	9	9	3	-11	28	-3
FBA Mtb inh	1	1	-2	-3	7	-5	-3	-6
MazF activator	8	-17	-3	-1	1	4	4	-7
Mtb UGM inh	3.0	-3.3	3.6	-0.6	-0.8	1.1	0.4	-0.5
PrPC surface inh	1	-10	-5	-5	-3	0	-1	-2
Rv3671c inh	-6	-4	3	-9	2	9	-2	2
FadD28 FP inh	-2.4	0.7	0.4	-2.4	-1.4	-4.1	-0.9	-4.9

[33] CCCCCN(C(=O)NC(=O)Nc1ccc(C)cc1)S(=O)(=O)c1ccccc1
[34] Cc1nccn1CCOc1ccc(Cl)cc1
[35] COc1ccc(N2CCN(C3CCCN(C(=O)c4ccoc4)C3)CC2)cc1 (stereo unspecified)
[36] O=c1c2ccccc2sc2nc(C3CCCCC3)n(Cc3ccco3)c(=O)c12
[37] O=C(/C=C/c1c(Cl)nc2ccccn12)N1CCN(c2ccccc2F)CC1
[38] COc1ccccc1NC(=O)c1ccc(NC(=O)CN2CCCC2)cc1
[39] Cc1ccsc1/C=N/Nc1ccc(Cl)nn1
[40] CCNC(=O)CSc1nnc(-c2cccc(S(=O)(=O)N(CC)CC)c2)n1CCc1ccccc1
assay / entry	33	34	35	36	37	38	39	40
BoNT F protease	-12	u	-18	7	-1	-7	-2	0
Mtb BioA inh	x	-0.6	-2.3	1.1	5.5	1.4	1.0	3.1
GDH-TPI counter	0	-4	13	2	17	-1	16	-6
FBA Mtb inh	0	0	5	-4	-3	1	5	3
MazF activator	-1	2	-3	7	5	-1	-2	-2
Mtb UGM inh	-2.9	1.8	5.7	x	4.3	6.5	-1.3	-1.5
PrPC surface inh	-3	-14	-4	-3	0	-6	-2	8
Rv3671c inh	-10	-1	-5	x	-13	6	16	-4
FadD28 FP inh	1.6	-0.9	0.6	-3.9	-1.7	-2.1	-0.8	-2.6

[41] COc1cccc(C(c2sc3ncnn3c2O)N2CC(C)OC(C)C2)c1 (stereo unspecified)
[42] O=C(Nc1nccs1)c1ccc(COc2ccccc2)o1
[43] CCC(C)NC(=O)CCCc1ccccc1 (stereo unspecified)
[44] COC(=O)[C@@]1(Cc2ccc(OC)cc2)[C@H]2c3cc(C(=O)N4CCCC4)n(CCO)c3C[C@H]2CN1C(=O)c1ccccc1
[45] CN1CCC(=NNC(=O)C(=O)NC2CCCC2)CC1
[46] COc1ccc(CCNC(=O)Cn2cc(C(F)(F)F)cc(Cl)c2=O)cc1OC
[47] CCc1cc2c(SCC(=O)N(CC)c3c(N)n(Cc4ccccc4)c(=O)[nH]c3=O)ncnc2s1
[48] CN(C)c1cccc(C(=O)OCC(=O)NCC2CCCO2)c1 (stereo unspecified)
assay / entry	41	42	43	44	45	46	47	48
BoNT F protease	-10	x	-3	x	-2	-5	0	-8
Mtb BioA inh	-0.4	-2.4	-2.1	x	-0.5	x	x	0.3
GDH-TPI counter	-7	22	-7	x	-2	0	-1	12
FBA Mtb inh	-3	-3	-2	x	-4	3	0	3
MazF activator	9	3	4	4	4	5	5	4
Mtb UGM inh	1.9	1.2	3.3	-0.5	-2.7	-3.1	0.9	-2.6
PrPC surface inh	-2	10	3	1	-2	2	1	-1
Rv3671c inh	2	-8	-3	-3	-1	1	-4	-5
FadD28 FP inh	-4.4	-1.3	-1.4	x	-3.0	1.1	-4.6	-0.1

[49] COP(=O)(OC)c1nc(-c2ccccc2)oc1NCc1ccccc1
[50] Cc1cc2nc(-c3ccc(=O)[nH]c3)n(C)c2cc1C
[51] COc1cc(/C=N/NC(=S)NC2CC3C=CC2C3)cc(OC)c1OC (stereo unspecified)
[52] CC(=O)Nc1cnc2ccccc2n1
[53] OC[C@@H]1CN(Cc2ccc3c(c2)OCO3)C[C@H](n2cnc3c(NCc4ccncc4)ncnc32)O1
[54] COc1ccc(OC)c(S(=O)(=O)N2CCN(c3ncccn3)CC2)c1
assay / entry	49	50	51	52	53	54
BoNT F protease	-6	7	-44	-17	1	0
Mtb BioA inh	x	0.2	0.6	-0.3	1.7	-0.9
GDH-TPI counter	5	-6	9	15	-3	0
FBA Mtb inh	107*	4	1	3	-4	7
MazF activator	-4	8	13	6	x	-6
Mtb UGM inh	-2.0	-0.5	-0.5	2.4	x	2.3
PrPC surface inh	7	7	11	-15	7	-5
Rv3671c inh	-4	x	1	-6	x	2
FadD28 FP inh	-1.0	x	-7.9	-2.2	-4.7	-2.6

5 of these compounds in a different format:
Results follow in this order: BoNT F protease	Mtb BioA inh	GDH-TPI counter	FBA Mtb inh	MazF activator	Mtb UGM inh	PrPC surface inh	Rv3671c inh	FadD28 FP inh
#33 CCCCCN(C(=O)NC(=O)Nc1ccc(C)cc1)S(=O)(=O)c1ccccc1
→ -12	x	0	0	-1	-2.9	-3	-10	1.6
#34 Cc1nccn1CCOc1ccc(Cl)cc1
→ u	-0.6	-4	0	2	1.8	-14	-1	-0.9
#35 COc1ccc(N2CCN(C3CCCN(C(=O)c4ccoc4)C3)CC2)cc1 (stereo unspecified)
→ -18	-2.3	13	5	-3	5.7	-4	-5	0.6
#36 O=c1c2ccccc2sc2nc(C3CCCCC3)n(Cc3ccco3)c(=O)c12
→ 7	1.1	2	-4	7	x	-3	x	-3.9
#37 O=C(/C=C/c1c(Cl)nc2ccccn12)N1CCN(c2ccccc2F)CC1
→ -1	5.5	17	-3	5	4.3	0	-13	-1.7
